CHO parental Ca: ATP-evoked calcium signal inhibitors, parental CHO, primary screen, counter-screen for OX1R antagonist project, cell-based, fluorescence, Fluo-8 calcium dye. parental CHO-K1, ATP-induced calcium, Fluo-8 fluorescence. AID 463079, 2010. inhibition, % at 5.6 µM. 330,000 tested, 0.63% active;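 active means inhibition above that plate's mean sample inhibition plus 3 SD, cut at about 26% in these data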;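 further: 0% = ATP-challenged DMSO wells and 100% = DMSO wells without ATP; some compounds past the cut are filed as inactive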
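Material: Parental CHO cells | Reagent: ATP | Compound dosing: Single nominal dose of 5.6 µM per compound | Detection: Intracellular calcium via Fluo-8 no-wash fluorescent dye | Read-out: % inhibition of ATP-induced calcium mobilization | Benchmarks: Low control ATP plus DMSO, high control DMSO only | Replicates: Singlicate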
CHRM1 agonist: human M1 muscarinic receptor agonists, primary screen, Fluo-8 calcium fluorescence, CHO-K1 cells, HTS; AID 588814, 2011; Muscarinic acetylcholine receptor M1 (Homo sapiens), P11229; CHO-K1 hM1, agonist mode; 0% DMSO, 100% acetylcholine EC100; activation, % at 3 µM; 360,000 tested, 0.33% active;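 active means activation above the run's mean compound activation plus 3 SD, cut at about 16% in these data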;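 further: peak over basal fluorescence ratio within a 140 s kinetic read after compound addition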
Target sequence (P11229 whole entry, looked up): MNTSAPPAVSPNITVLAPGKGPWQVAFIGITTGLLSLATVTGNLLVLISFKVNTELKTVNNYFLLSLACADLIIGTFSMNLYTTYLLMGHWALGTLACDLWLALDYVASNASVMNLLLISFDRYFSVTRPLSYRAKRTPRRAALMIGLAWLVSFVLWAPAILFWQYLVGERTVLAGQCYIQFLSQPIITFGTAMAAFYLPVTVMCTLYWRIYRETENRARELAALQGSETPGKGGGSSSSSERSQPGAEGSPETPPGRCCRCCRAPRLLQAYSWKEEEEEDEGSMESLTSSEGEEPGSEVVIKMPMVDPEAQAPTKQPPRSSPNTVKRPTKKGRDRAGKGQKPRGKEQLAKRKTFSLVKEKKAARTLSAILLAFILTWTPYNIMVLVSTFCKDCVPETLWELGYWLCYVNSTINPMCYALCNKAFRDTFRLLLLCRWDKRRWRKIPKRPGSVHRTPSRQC
CHO-K1 Ca PAM: nonselective calcium activators in parental CHO-K1 cells, primary screen, counter-screen for M1 PAM project, cell-based, Fluo-8 calcium fluorescence, full deck, 1536-well. ATP EC20; 0% at ATP EC20, 100% at ATP max. activation, % at 3 µM. 360,000 tested, 0.02% active. AID 602247, 2012;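 active means activation above the run cutoff, the mean activation of all test compounds plus 3 SD, cut at about 40% in these data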;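 further: peak over basal fluorescence ratio in a 140 s read after ATP addition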
CHO-K1 Ca antag: nonselective inhibitor or artifact in parental CHO-K1 cells; ATP-induced calcium, Fluo-8 fluorescence; inhibition, % at 3 µM; 360,000 tested, 0.6% active; AID 602250;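 active means inhibition above a per-plate cutoff, the plate's mean sample inhibition plus 3 SD, cut at about 24% in these data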;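 further: 0% = DMSO plus EC80 ATP and 100% = DMSO alone without ATP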
CHO-K1 Ca ag: counter-screen for M1 agonists: effect in parental CHO-K1 cells | Fluo-8 calcium fluorescence; scaled to maximal ATP response, vehicle zero | activation, % at 3 µM | 360,000 tested, 0.48% active | AID 602248, 2012; in the data active means activation above about 15%;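 further: untransfected CHO-K1 host cells lacking M1 receptor as counterscreen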
OXTR potentiator: human OXTR potentiators, primary screen, fluorescence, CHO-OTR cells, Fluo-8 calcium | Fluo-8 calcium fluorescence, potentiator mode; 0% = oxytocin EC15, 100% = EC100 | activation, % at 3 µM | 320,000 tested, 0.061% active;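 active means activation above that plate's cutoff, the mean activation of tested compounds plus 3 SD, cut at about 6.6% in these data, passing the limit was not always enough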;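 further: 100% uses oxytocin at 75 nM as the full agonist control; some results filed as inactive read as strong as hits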
Target sequence (P30559 whole entry, looked up): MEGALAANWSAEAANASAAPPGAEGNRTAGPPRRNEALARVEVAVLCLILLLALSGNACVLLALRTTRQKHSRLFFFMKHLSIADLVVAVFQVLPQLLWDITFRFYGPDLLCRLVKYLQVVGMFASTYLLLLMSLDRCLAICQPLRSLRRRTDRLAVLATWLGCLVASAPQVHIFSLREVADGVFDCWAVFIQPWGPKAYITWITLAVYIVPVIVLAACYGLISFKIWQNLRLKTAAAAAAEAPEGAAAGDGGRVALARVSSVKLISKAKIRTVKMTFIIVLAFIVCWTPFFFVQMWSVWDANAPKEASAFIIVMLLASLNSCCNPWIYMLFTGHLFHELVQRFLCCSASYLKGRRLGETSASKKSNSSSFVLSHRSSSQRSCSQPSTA
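Assay system: CHO cell line stably expressing human OTR. Reagent: EC15 oxytocin agonist. Dosing: single dose, 3.0 µM nominal final compound concentration. Timing: compound 6 min at room temperature before oxytocin, 100 s read. Signal: kinetic Fluo-8 calcium fluorescence. Controls: oxytocin EC15 low and EC100 high.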
TAAR1 agonist: human TAAR1 agonists, primary screen, Fluo-8 calcium fluorescence, CHO RD-HGA16 cells | Trace amine-associated receptor 1 (Homo sapiens), Q96RJ0 | vehicle wells 0%, saturating PEA agonist 100% | activation, % at 3 µM | 360,000 tested, 0.99% active;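 active means activation above the mean activation of all test compounds in the run plus 3 SD, cut at about 38% in these data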
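System: CHO-derived RD-HGA16 cells with stable Gα16 and human TAAR1. Times: 17-24 h plating, Fluo-8 75 min 37 °C, 30 min RT. Measured by: calcium-sensitive Fluo-8 signal, excitation 470-495, emission 515-575 nm. Read-out basis: % activation relative to PEA EC100 response. Control set: DMSO and PEA EC100. Repeats: no replicates (n 1).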
TAAR1 antagonist: human TAAR1 antagonists, primary screen, Fluo-8 calcium fluorescence, CHO RD-HGA16 cells | inhibition, % at 3 µM | antagonist | Trace amine-associated receptor 1 (Homo sapiens), Q96RJ0 | AID 624466, 2012 | 360,000 tested, 1.5% active;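 active means inhibition above a per-plate cutoff, the mean inhibition of test compounds on that plate plus 3 SD, cut at about 49% in these data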;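 further: 0% = DMSO plus EC80 beta-PEA response and 100% = DMSO alone without agonist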
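Test system – hTAAR1-expressing CHO RD-HGA16 cells, Gα16-coupled · Also added – β-PEA at EC80 concentration, post-compound challenge · Compound – 3 µM, single point · Incubation – dye loading 75 min at 37 °C, then 30 min room temperature · Measured by – Fluo-8 intracellular calcium dye fluorescence, real-time kinetic reads · Benchmarks – vehicle and agonist controls · Replicates – singlicate, one well per test compound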
CHRM1 antagonist: human M1 muscarinic receptor antagonists, primary screen, CHO-K1 cells, Fluo-8 calcium fluorescence, 1536-well; inhibition, % at 3 µM; 360,000 tested, 1.3% active; CHO-K1 hM1, ACh EC80 antagonist; AID 588852, 2011; Muscarinic acetylcholine receptor M1 (Homo sapiens), P11229;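 active means percent inhibition above its own plate's cutoff, namely the mean of that plate's compound wells plus 3 SD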;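 further: peak over basal fluorescence ratio during 140 s after agonist addition; 0% = ACh EC80 plus DMSO and 100% = DMSO alone without agonist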
* = called active by the depositor; nt = no result given.

Below each compound: CHO parental Ca	CHRM1 agonist	CHO-K1 Ca PAM	CHO-K1 Ca antag	CHO-K1 Ca ag	OXTR potentiator	TAAR1 agonist	TAAR1 antagonist	CHRM1 antagonist
#1 CCCCCN(C(=O)CCC(=O)OCCOc1cccc(Cl)c1)c1c(N)n(CCCC)c(=O)[nH]c1=O
  5	-3	13	-6	0.3	3	1	-24	-9
#2 COc1ccc(-c2c(-c3ccc(C#N)cc3)oc(=O)c3cc(OC)c(OC)cc23)cc1
  -9	-6	6	0	-0.7	-3	0	12	7
#3 O=C(CCCC(=O)NCCc1ccccc1)NCCc1ccccc1
  -11	-5	-12	16	-0.1	-7	18	0	7
#4 CCCn1c2ccc(/C(C)=N\O)cc2c2cc(/C(C)=N/O)ccc21
  -9	-4	17	-11	0.7	-17	2	10	-1
#5 CC(OC(=O)c1ccccc1Nc1ccc(SC(F)F)cc1)C(N)=O (stereo not given)
  47*	-7	12	1	2.3	-7	11	31	3
#6 O=C1CC(NCC2CCCO2)C(=O)N1c1ccc(F)cc1 (stereo not given)
  3	-6	26	-1	1.1	1	5	7	-9
#7 COc1cccc(OC)c1OCCN1CCC(C(=O)NC(c2ccc3c(c2)OCO3)c2ccccn2)CC1 (stereo not given)
  nt	-8	-1	10	0.6	nt	-1	-5	-7
#8 CC(=O)c1nnn(-c2nc(N)nc(N(c3ccccc3)c3ccccc3)n2)c1C
  -30	-4	-2	2	0.0	-5	32	-5	5
#9 CCOc1ccc(CN(C)CC(=O)NCc2ccccc2)cc1
  -16	-6	18	-13	0.6	3	2	-26	-5
#10 O=C(c1ccc(Br)s1)N1CCN(S(=O)(=O)c2ccccc2)CC1
  -14	-4	2	-6	2.2	-1	0	0	-2
#11 Cc1cccc(-c2nc3c(c(=O)c4ccccc4n3C)c(=O)n2-c2ccccc2)c1
  2	-4	-25	10	0.4	-4	16	-11	-9
#12 O=C(NC1CC(=O)c2sccc21)c1ccc(Cl)cc1Cl (stereo not given)
  -20	-3	5	-10	0.6	-25	0	5	7
#13 COc1ccc(N(CC(=O)Nc2cccc(OC)c2)S(=O)(=O)c2c(C)nn(C)c2C)cc1
  -23	-2	11	-1	2.4	-9	2	2	-3
#14 COc1cc(/C=C2\C(=N)N3N=C(S(C)(=O)=O)SC3=NC2=O)ccc1OCCOc1ccccc1C
  -5	-4	8	-2	12	-9	-2	-2	-6
#15 Cn1c(/C(C#N)=C/c2ccc(O)cc2)nc2ccccc21
  -17	-1	12	-5	1.7	-4	1	-15	-5
#16 Cc1cc(N2CCN(c3ccccc3F)CC2)nc2cc(O)ccc12
  8	0	1	9	-0.1	-16	0	-3	-5
#17 O=C(c1cc(-c2cccc(Cl)c2)nc2ccccc12)N1CCCC1
  -28	0	13	4	2.6	-2	3	17	10
#18 O=[N+]([O-])c1cc2oc3c(c2c(C=NCc2ccccc2)c1O)CCCC3
  -3	-2	5	1	0.0	-5	0	-7	-7
#19 CC1CCc2sc(C(=O)NC3CCCCC3)cc2C1 (stereo not given)
  -9	-7	11	-21	-0.2	0	-2	-4	-15
#20 O=c1oc2ccccc2c(NC(c2ccccc2)c2ccccc2)c1[N+](=O)[O-]
  -4	-6	-2	9	2.0	-8	18	20	2
#21 CP(C)(=O)CCP(=O)(c1ccccc1)c1ccccc1
  -10	-9	22	-5	1.0	-1	-1	-19	-11
#22 COc1ccc(CC(=O)Nc2nc(C)cs2)cc1
  8	-4	-6	7	16*	-12	1	-21	-1
#23 C[C@@H](NC(=O)CN1C(=O)c2ccccc2S1(=O)=O)c1ccccc1
  -5	9	12	-17	2.5	-6	2	-8	-12
#24 CC1=CS/C(=C(/C#N)C(=O)NCc2ccco2)N1c1ccccc1
  -7	-1	22	-5	0.3	-4	-2	-60	-7
#25 CCN(CC)C(=O)C(=O)c1cn(CCOc2ccccc2)c2ccccc12
  -11	-5	8	-9	0.9	-5	3	-17	-10
#26 C[C@@H]1CN([C@@H](C)CO)C(=O)c2ccccc2-c2ccccc2CO[C@@H]1CN(C)S(=O)(=O)c1ccc(C(F)(F)F)cc1
  nt	-6	28	-10	0.5	nt	4	-10	-13
#27 COc1ccc2c(c1)C1=C(CC2)C(c2ccc(C)cc2)NC(=S)N1 (stereo not given)
  -16	-2	-7	-11	0.4	-3	-1	-4	-5
#28 COc1cccc(NC(=O)c2ccccc2N(Cc2ccccc2)S(C)(=O)=O)c1
  5	-4	17	-7	1.0	-7	1	-11	-13
#29 O=C(Cn1ncc(Cl)c(Cl)c1=O)Nc1ccc2c(c1)OCO2
  15	-5	-10	2	-0.7	-6	0	12	9
#30 COC(=O)[C@@]1(Cc2ccc(F)cc2)[C@H]2c3cc(C(=O)N4CCCC4)n(Cc4ccc(C)o4)c3C[C@H]2CN1C(=O)c1ccccc1
  nt	nt	-2	-3	1.1	nt	8	-4	nt
#31 Cc1ccc(C(=O)C2CC2)cc1C
  nt	3	-12	4	-0.2	nt	1	-20	-15
#32 O=C(O)Cn1ccnc1
  1	-3	15	-5	-0.2	-6	10	6	-10
#33 CCOC(=O)N1CCN(C2CCCN(C(=O)c3cccc(Cl)c3)C2)CC1 (stereo not given)
  -17	-3	-1	-5	0.0	-11	3	-9	4
#34 Cc1ccc(S(=O)(=O)CCSc2nc(C)cc(C(F)(F)F)c2C#N)cc1
  -32	-4	10	-9	0.5	-4	29	24	-3
#35 Cc1cc(C(=O)CN2C(=O)NC3(CCCCC3)C2=O)c(C)n1Cc1ccc2c(c1)OCO2
  -24	-3	20	-9	1.4	-7	-1	0	-5
#36 CC(=O)C[C@@H](O)CC(=O)[C@@H]1OC(=O)[C@@H](C)CCCCc2ccccc21
  2	-4	20	-6	1.3	-5	1	-30	-12
#37 CCc1cc(=O)oc2cc(OCC(=O)N3CCCc4ccccc43)ccc12
  -18	-4	0	-5	0.5	-8	2	7	4
#38 COc1ccc(N2CCN(CC(=O)N3c4ccccc4CC3C)CC2)cc1 (stereo not given)
  -14	-7	17	-3	2.5	6	9	-9	-8
#39 COc1cc(/C=C/C(=O)OCC(=O)N2CCN(S(=O)(=O)c3ccc(C)cc3C)CC2)ccc1O
  -21	-5	12	-1	3.4	-8	4	23	-4
#40 NS(=O)(=O)c1ccc(NC(=O)/C=C/c2ccccc2[N+](=O)[O-])cc1
  7	-10	-10	5	0.0	-18	6	11	-3
#41 O=C(COC(=O)Cc1n[nH]c(=O)c2ccccc12)Nc1cccc(C(F)(F)F)c1
  14	-3	3	-15	3.3	-12	1	11	4
#42 O=c1c(Br)c(N2CCCCC2)cnn1-c1ccccc1
  -16	-5	28	-8	6.0	-18	12	4	-7
#43 C=CCOc1c(CNc2ccc(S(N)(=O)=O)cc2)cccc1OC
  -6	-3	19	-2	1.2	-15	5	6	15
#44 O=C(N/N=C/c1ccco1)C1COc2ccccc2O1 (stereo not given)
  -13	-3	14	-1	0.2	-7	1	-7	-3
#45 c1ccc(CCOn2ccnc2)cc1
  10	2	-10	-2	0.7	-13	0	-1	-12
#46 Cc1cccc(C(=O)N2CCN(S(=O)(=O)c3ccc4c(c3)OCCCO4)CC2)c1[N+](=O)[O-]
  -10	-1	-4	-5	4.8	-7	3	-16	-5
#47 O=C(O)COc1ccc(Br)cc1/C=N\Nc1ccccn1
  -2	1	21	-15	2.0	-2	nt	nt	1
#48 CCCCn1c(NC(C)CC)nc2c1c(=O)[nH]c(=O)n2C (stereo not given)
  -1	-4	-4	6	-0.1	-12	7	18	1
#49 CSCC(=O)N1CCCC(C(=O)c2cc(F)ccc2F)C1 (stereo not given)
  -5	-8	18	-8	0.8	-5	6	7	-10
#50 CCS(=O)(=O)c1ccc(O)c(N2C(=O)C3C4C=CC(C4)C3C2=O)c1 (stereo not given)
  1	-2	-8	-1	-0.3	0	0	1	-13
#51 CC[C@@H](C)[C@@H](C(=O)N1CCNCC1)n1cc(CCC(=O)O)nn1
  -1	0	25	-11	1.6	0	4	6	0
#52 Cc1cc(C(=O)NCc2ccc(S(N)(=O)=O)cc2)cs1
  -14	-4	21	-4	6.4	-4	7	11	-4
#53 COc1cscc1C(N)=O
  -19	2	-5	1	0.3	-2	1	-17	-8
#54 CCCCOc1ccc(C2(C)CC(=O)NC2=O)cc1 (stereo not given)
  3	-3	17	-13	1.0	-12	-1	7	-30
#55 COc1ccccc1CNC(=O)CCS(=O)(=O)Cc1ccc(C)cc1
  -8	-4	7	-12	-0.5	-5	-1	-4	-4
#56 Nc1cc(OCC(F)(F)F)cc(OCC(F)(F)F)c1
  -11	-4	26	-13	0.5	-5	-2	-21	-11
#57 COc1ccc(C(=O)Nc2nc(C)c(C(=O)N(C)C)s2)cc1OC
  3	-3	-7	-3	0.5	-5	4	7	8
#58 C/C(=N\NC(=O)c1nc2ccccn2c1C)c1cccc([N+](=O)[O-])c1
  9	-3	4	-9	2.1	-11	4	9	-1
#59 COc1cc(/C=C/C(=O)OCc2csc(CC(=O)Nc3ccc(C)cc3)n2)ccc1OCC#N
  -15	5	-9	4	1.1	-5	6	23	0
#60 C[C@H]1CN([C@@H](C)CO)C(=O)CCCn2cc(nn2)CO[C@@H]1CN(C)C(=O)Nc1cccc(C(F)(F)F)c1
  nt	-1	-3	5	-0.2	nt	3	1	-16

(cont.)
Below each compound: CHO parental Ca	CHRM1 agonist	CHO-K1 Ca PAM	CHO-K1 Ca antag	CHO-K1 Ca ag	OXTR potentiator	TAAR1 agonist	TAAR1 antagonist	CHRM1 antagonist
#61 CC(=O)NCCNc1nc2cc(-c3ccc4c(ccn4C)c3)sc2c(=O)n1C
  nt	-2	29	-27	0.1	nt	1	4	-19
#62 [N-]=[N+]=N[C@@H](CCN1CC[C@H](NC(=O)OCc2ccccc2)CCC1=O)c1ccccc1
  -22	-3	1	0	0.0	-5	11	6	-10
#63 CC(=O)Nc1ccc(C(=O)CSc2nccc(=O)[nH]2)cc1
  5	-8	25	-6	0.7	-6	0	-5	-7
#64 CCc1nc2ccc(C(=O)NCCOc3ccc(OC)cc3)cn2c1N(C)Cc1ccc(OC)cc1
  nt	-6	6	7	3.9	nt	0	43	30*
